Assay outcomes (PubChem)
Tn7 DDE FP – inhibitors of Tn7 peptide binding to human fibrin DD(E) | P02675 | FP displacement of FITC-Tn7 peptide from fibrin DD(E); 0% = median of compound wells per plate | 370,000 compounds, 0.13% hits | inhibition, % at 8.3 µM | AID 720508;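 active means inhibition above the mean of compounds falling within the control limits plus 3 SD of them, cut at about 14% in these data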;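 further: 0% = plate median of compound wells and 100% = 10 µM Aha-Tn7 peptide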
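Assay system: Fibrin-DD(E) protein isolated from polymerized human fibrin clots; read-out basis: percent inhibition; medium: Tris/NaCl/CaCl2 buffer, pH 7.8; signal: FP measurement; incubation: 10 min plus 3 h, room temperature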
ASAP1 inh – blocks human ASAP1-stimulated Arf1 GTP hydrolysis. inhibition, % at 16.5 µM. 360,000 compounds, 0.19% hits. GDP FP detection. Q9ULH1. AID 624377; in the data active means inhibition above about 25%;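 further: 0% = vehicle with enzyme and substrate and 100% = no enzyme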
Target sequence (Q9ULH1 325-724 limits assumed): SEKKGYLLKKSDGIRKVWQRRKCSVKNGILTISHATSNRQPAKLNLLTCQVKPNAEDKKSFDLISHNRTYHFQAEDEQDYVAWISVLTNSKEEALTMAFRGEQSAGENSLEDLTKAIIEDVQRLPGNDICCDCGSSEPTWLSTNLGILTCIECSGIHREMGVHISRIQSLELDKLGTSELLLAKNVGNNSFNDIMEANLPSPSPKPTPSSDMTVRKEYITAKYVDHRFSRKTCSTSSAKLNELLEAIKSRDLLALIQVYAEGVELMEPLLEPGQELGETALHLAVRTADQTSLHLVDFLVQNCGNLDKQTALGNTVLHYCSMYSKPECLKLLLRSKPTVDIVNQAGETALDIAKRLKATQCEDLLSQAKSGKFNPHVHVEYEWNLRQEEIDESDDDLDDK
DDE Tn6 FP inh – inhibitors of Tn6 peptide binding to human fibrin DD(E); 370,000 compounds, 0.21% hits; inhibition, % at 8.3 µM; Fibrin DD(E) TRITC-Tn6 fluorescence polarization displacement; AID 720509;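 active means inhibition above a per-campaign cutoff: mean of compounds within control limits plus 3 SD, cut at about 15% in these data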;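 further: 0% = median of all compound wells on the plate and 100% = blocking peptide control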
Rev-erbA mod – modulates human Rev-erb alpha binding to DNA; P20393; Rev-erbα–FITC-DNA binding, fluorescence polarization, 90 min; activity, % at 10 µM; 370,000 compounds, 0.79% hits; AID 1259318;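 active means activity above about 14%, limit read from the data; passing the limit was not always enough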;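 further: 0% = DMSO wells with 35 nM protein and 100% = DMSO wells with 750 nM protein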
PLCg1 inh – inhibitors of human phospholipase C gamma1; P19174; purified PLC-gamma1, fluorogenic substrate, fluorescence; inhibition, % at 12.2 µM; 370,000 compounds, 0.84% hits; AID 720700; in the data active means inhibition above about 9.5%
UHRF1 MBD2 ctr – UHRF1 methyl-DNA binding inhibition; Q96T88; UHRF1 binding to methylated oligo, TR-FRET; inhibition, % at 4.4 µM; 370,000 compounds, 0.75% hits; AID 687016; in the data active means inhibition above about 21%;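 further: UHRF1 SRA domain binding a hemimethylated CpG hairpin DNA probe; 0% = median of test compound wells and 100% = reference inhibitor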
ARFGAP1 inhibitor – inhibitors of rat ARFGAP1; 360,000 compounds, 0.26% hits; Arfgap1-stimulated ARF1 GTP hydrolysis, GDP FP detection; Q62848; AID 651572; inhibition, % at 16.5 µM;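 active means inhibition above a per-plate limit, mean inhibition of low control wells plus 3 SD, cut at about 25% in these data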;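 further: 0% = DMSO wells with enzyme and 100% = wells lacking Arfgap1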
Target sequence (Q62848 1-136 limits assumed): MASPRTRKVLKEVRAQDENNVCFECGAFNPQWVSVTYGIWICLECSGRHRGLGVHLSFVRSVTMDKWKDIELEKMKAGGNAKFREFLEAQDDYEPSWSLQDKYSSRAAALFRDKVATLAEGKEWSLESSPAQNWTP
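Material – truncated rat Arfgap1 GAP domain · Buffer or medium – HEPES-based buffer, pH 7.5 · Reagent – human ARF1(Δ1-17)-GTP substrate · Dosing – 16.5 µM single point, 1.26% DMSO · Schedule – GTP hydrolysis reaction 2 h at 25 °C · Technique – GDP detection by fluorescence polarization · Benchmarks – No-Arfgap1 wells (100%) versus DMSO full-reaction wells (0%) · Repeats – single replicate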
KLK7 zymogen act – activators of human kallikrein-7 zymogen. AID 652039. purified proKLK7, EDANS-DABCYL substrate fluorescence; 100% is mature enzyme control, 0% vehicle. 370,000 compounds, 0.9% hits. P49862. activation, % at 7 µM;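 active means activation above the mean of all tested compounds plus 3 SD, computed per campaign excluding outliers beyond control limits, cut at about 13% in these data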
PLCb3 inh – inhibitors of human phospholipase C beta3; inhibition, % at 12.2 µM; Q01970; Purified PLC-beta3, fluorogenic substrate, fluorescence; 370,000 compounds, 0.18% hits; in the data active means inhibition above about 11%;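 further: 0% = median of compound wells on plate and 100% = full blocker control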
HGIII-sPLA2 inh – Inhibits HGIII-sPLA2 liposome hydrolysis, primary screen. QFRET BODIPY PC-A2 liposome hydrolysis, fluorescence. inhibition, % at 12.2 µM. 370,000 compounds, 0.56% hits;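 active means inhibition above mean plus 3 SD of compounds lying within the high and low control bounds, cut at about 19% in these data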;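 further: 0% = median of test compound wells and 100% = no enzyme DMSO wells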
Target sequence (Q9NZ20 whole entry, looked up): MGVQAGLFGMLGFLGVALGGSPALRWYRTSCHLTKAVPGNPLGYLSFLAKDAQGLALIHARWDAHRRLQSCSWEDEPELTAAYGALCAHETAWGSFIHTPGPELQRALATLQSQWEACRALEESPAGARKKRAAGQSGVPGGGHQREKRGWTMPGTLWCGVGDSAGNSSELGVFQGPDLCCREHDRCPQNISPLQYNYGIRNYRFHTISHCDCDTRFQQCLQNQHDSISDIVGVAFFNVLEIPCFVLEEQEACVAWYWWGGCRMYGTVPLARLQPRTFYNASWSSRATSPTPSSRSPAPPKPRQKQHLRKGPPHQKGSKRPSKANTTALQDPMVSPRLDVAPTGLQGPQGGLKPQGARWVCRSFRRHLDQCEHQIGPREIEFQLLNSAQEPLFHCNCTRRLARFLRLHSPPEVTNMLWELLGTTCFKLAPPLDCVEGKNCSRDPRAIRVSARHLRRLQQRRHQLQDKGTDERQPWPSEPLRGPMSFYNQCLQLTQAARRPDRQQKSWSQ
Active calls of the source: *.

Results for COc1ccc(-n2nc3c(c2NC(=O)CCCCl)CSC3)cc1 ?
Tn7 DDE FP: 4; ASAP1 inh: -17; DDE Tn6 FP inh: -10; Rev-erbA mod: -7; PLCg1 inh: 1; UHRF1 MBD2 ctr: 1; ARFGAP1 inhibitor: 4; KLK7 zymogen act: 0.4; PLCb3 inh: -8; HGIII-sPLA2 inh: 7

Results for O=C(Nc1ccc(CSc2ccccc2)cc1)c1ccco1 ?
Tn7 DDE FP: 0; ASAP1 inh: 25*; DDE Tn6 FP inh: 4; Rev-erbA mod: -9; PLCg1 inh: 1; UHRF1 MBD2 ctr: 1; ARFGAP1 inhibitor: 3; KLK7 zymogen act: 0.1; PLCb3 inh: -8; HGIII-sPLA2 inh: -4

How did Brc1ccc(-c2noc(C3CCCCC3)n2)cc1 do in these assays?
Tn7 DDE FP: 0; ASAP1 inh: 4; DDE Tn6 FP inh: -8; Rev-erbA mod: 0; PLCg1 inh: 0; UHRF1 MBD2 ctr: 0; ARFGAP1 inhibitor: -1; KLK7 zymogen act: 0.5; PLCb3 inh: 1; HGIII-sPLA2 inh: -1

Results for CN(CCO)C1CN(Cc2cn(Cc3ccccc3F)nn2)S(=O)(=O)C1 (stereo unspecified) ?
Tn7 DDE FP: -2; DDE Tn6 FP inh: -3; Rev-erbA mod: -3; PLCg1 inh: 1; UHRF1 MBD2 ctr: 0; KLK7 zymogen act: -0.1; PLCb3 inh: 3; HGIII-sPLA2 inh: 5

How did CCCOP(=O)(OCCC)C(Nc1ccc(C(C)C)cc1)c1ccc([N+](=O)[O-])cc1 (stereo unspecified) do in these assays?
Tn7 DDE FP: 6; ASAP1 inh: -1; DDE Tn6 FP inh: 9; Rev-erbA mod: 2; PLCg1 inh: 1; UHRF1 MBD2 ctr: 1; ARFGAP1 inhibitor: 6; KLK7 zymogen act: 0.6; PLCb3 inh: 4; HGIII-sPLA2 inh: 1

Results for Cc1cc(C)cc(OCC(=O)NN2Cc3ccccc3C2=N)c1 ?
Tn7 DDE FP: 0; ASAP1 inh: 19; DDE Tn6 FP inh: -7; Rev-erbA mod: 12; PLCg1 inh: -2; UHRF1 MBD2 ctr: 5; ARFGAP1 inhibitor: 12; KLK7 zymogen act: 0.5; PLCb3 inh: 2; HGIII-sPLA2 inh: 9

Results for Cc1ccc(/C=C/C(=O)OCC(=O)c2ccc3c(c2)NC(=O)CO3)o1 ?
Tn7 DDE FP: 5; ASAP1 inh: 5; DDE Tn6 FP inh: 8; Rev-erbA mod: -3; PLCg1 inh: -8; UHRF1 MBD2 ctr: -2; ARFGAP1 inhibitor: -13; KLK7 zymogen act: -1.5; PLCb3 inh: -5; HGIII-sPLA2 inh: -20

How did CCc1ccc(NC(=O)C(=O)NCCN2CCN(S(C)(=O)=O)CC2)cc1 do in these assays?
Tn7 DDE FP: 7; ASAP1 inh: -1; DDE Tn6 FP inh: -2; Rev-erbA mod: 1; PLCg1 inh: 12*; UHRF1 MBD2 ctr: 8; ARFGAP1 inhibitor: -4; KLK7 zymogen act: -0.3; PLCb3 inh: -1; HGIII-sPLA2 inh: 13

How did O=[N+]([O-])c1cccc(N=NN(CCO)c2cccc([N+](=O)[O-])c2)c1 do in these assays?
Tn7 DDE FP: 7; ASAP1 inh: 11; DDE Tn6 FP inh: 5; Rev-erbA mod: 6; PLCg1 inh: 2; UHRF1 MBD2 ctr: 2; ARFGAP1 inhibitor: -5; KLK7 zymogen act: 0.6; PLCb3 inh: 2; HGIII-sPLA2 inh: 8

How did COc1ccc(C)cc1N(CC(=O)O)S(=O)(=O)c1ccc(C)cc1 do in these assays?
Tn7 DDE FP: -1; ASAP1 inh: -1; DDE Tn6 FP inh: -6; Rev-erbA mod: -4; PLCg1 inh: 1; UHRF1 MBD2 ctr: -1; ARFGAP1 inhibitor: 16; KLK7 zymogen act: 0.1; PLCb3 inh: -1; HGIII-sPLA2 inh: 3

What do the screens show for `COCc1nnc(NS(=O)(=O)c2ccc(NC(C)=O)cc2)s1`?
Tn7 DDE FP: 2; ASAP1 inh: -3; DDE Tn6 FP inh: -2; Rev-erbA mod: -4; PLCg1 inh: 0; UHRF1 MBD2 ctr: 5; ARFGAP1 inhibitor: 1; KLK7 zymogen act: 0.8; PLCb3 inh: -2; HGIII-sPLA2 inh: 1

What do the screens show for `CCC(C)(C)NC(=O)CN(Cc1ccc(OC)cc1)C(=O)CCC(=O)Nc1nccs1`?
Tn7 DDE FP: -1; ASAP1 inh: 8; DDE Tn6 FP inh: 10; Rev-erbA mod: -3; PLCg1 inh: 3; UHRF1 MBD2 ctr: 3; ARFGAP1 inhibitor: 10; KLK7 zymogen act: -0.3; PLCb3 inh: -2; HGIII-sPLA2 inh: 2

Results for COCCCN1C(=O)C(=O)/C(=C(/O)c2ccc(OC)cc2C)C1c1cccnc1 (stereo unspecified) ?
Tn7 DDE FP: -5; ASAP1 inh: 1; DDE Tn6 FP inh: -6; Rev-erbA mod: 0; PLCg1 inh: 1; UHRF1 MBD2 ctr: -2; ARFGAP1 inhibitor: -8; KLK7 zymogen act: 0.1; PLCb3 inh: 3; HGIII-sPLA2 inh: 1

What do the screens show for `c1ccc(CCn2nnnc2C(c2cccnc2)N2CCOCC2)cc1` (stereo unspecified)?
Tn7 DDE FP: 2; ASAP1 inh: 3; DDE Tn6 FP inh: 1; Rev-erbA mod: 5; PLCg1 inh: 0; UHRF1 MBD2 ctr: 1; ARFGAP1 inhibitor: 12; KLK7 zymogen act: -0.2; PLCb3 inh: -4; HGIII-sPLA2 inh: 2

Results for CCOC(=O)c1cc(NC(=O)CN2CCCC2)cc(C(=O)OCC)c1 ?
Tn7 DDE FP: -3; ASAP1 inh: -2; DDE Tn6 FP inh: -9; Rev-erbA mod: 0; PLCg1 inh: 5; UHRF1 MBD2 ctr: 2; ARFGAP1 inhibitor: 7; KLK7 zymogen act: -0.6; PLCb3 inh: -4; HGIII-sPLA2 inh: -13

How did O=C(CN(C(=O)CSc1nnc(COc2ccccc2)o1)c1ccc(F)cc1)NC1CCCCC1 do in these assays?
Tn7 DDE FP: -1; ASAP1 inh: -6; DDE Tn6 FP inh: 2; Rev-erbA mod: -4; PLCg1 inh: 3; UHRF1 MBD2 ctr: 0; ARFGAP1 inhibitor: 7; KLK7 zymogen act: -0.2; PLCb3 inh: 2; HGIII-sPLA2 inh: -3

How did Cc1c(C(=O)N(Cc2cccs2)C2CCS(=O)(=O)C2)oc2ccccc12 (stereo unspecified) do in these assays?
Tn7 DDE FP: -1; ASAP1 inh: 1; DDE Tn6 FP inh: -6; Rev-erbA mod: 1; PLCg1 inh: 0; UHRF1 MBD2 ctr: 2; ARFGAP1 inhibitor: 8; KLK7 zymogen act: 0.9; PLCb3 inh: 2; HGIII-sPLA2 inh: -2

What do the screens show for `Cc1cc(OC(C)C(=O)NCC2CCCO2)cc(C)c1Cl` (stereo unspecified)?
Tn7 DDE FP: 3; ASAP1 inh: -1; DDE Tn6 FP inh: 2; Rev-erbA mod: 4; PLCg1 inh: -4; UHRF1 MBD2 ctr: 1; ARFGAP1 inhibitor: -16; KLK7 zymogen act: 0.2; PLCb3 inh: -8; HGIII-sPLA2 inh: -4

What do the screens show for `COc1cc2cccc(OC)c(=O)c2c(OC)c1OC`?
Tn7 DDE FP: 1; ASAP1 inh: 13; DDE Tn6 FP inh: 0; Rev-erbA mod: 5; PLCg1 inh: -7; UHRF1 MBD2 ctr: 0; ARFGAP1 inhibitor: 14; KLK7 zymogen act: 0.0; PLCb3 inh: -7; HGIII-sPLA2 inh: -4

Results for COc1ccc(CC(=O)Nc2cccc(-c3nnc(-c4ccco4)o3)c2)cc1 ?
Tn7 DDE FP: 1; ASAP1 inh: -5; DDE Tn6 FP inh: -3; Rev-erbA mod: -1; PLCg1 inh: 2; UHRF1 MBD2 ctr: 3; ARFGAP1 inhibitor: 12; KLK7 zymogen act: 0.0; PLCb3 inh: -4; HGIII-sPLA2 inh: 5

How did CCOCCCN(C)C1CCN(C(=O)c2oc3ccccc3c2NC(=O)c2cccc([N+](=O)[O-])c2)CC1 do in these assays?
Tn7 DDE FP: -1; ASAP1 inh: 0; DDE Tn6 FP inh: -3; Rev-erbA mod: 8; PLCg1 inh: 3; UHRF1 MBD2 ctr: 4; ARFGAP1 inhibitor: -6; KLK7 zymogen act: -1.1; PLCb3 inh: -4; HGIII-sPLA2 inh: -6

How did CC1=C(C)CC(C(=O)NNC(=O)c2ccccc2O)C(C(=O)O)C1 (stereo unspecified) do in these assays?
Tn7 DDE FP: 2; ASAP1 inh: 1; DDE Tn6 FP inh: -11; Rev-erbA mod: -5; PLCg1 inh: -25; UHRF1 MBD2 ctr: 5; ARFGAP1 inhibitor: -8; KLK7 zymogen act: -1.0; PLCb3 inh: -46; HGIII-sPLA2 inh: 3

Results for CCOC(=O)CCC(=O)Nc1ccc([N+](=O)[O-])cc1C ?
Tn7 DDE FP: -3; ASAP1 inh: 2; DDE Tn6 FP inh: 3; Rev-erbA mod: -3; PLCg1 inh: -1; UHRF1 MBD2 ctr: 1; ARFGAP1 inhibitor: 2; KLK7 zymogen act: 0.3; PLCb3 inh: 0; HGIII-sPLA2 inh: -1

How did CCOc1ccc(C(=O)NCC(=O)NNC(=O)CN(C)S(=O)(=O)c2ccc(Cl)cc2)cc1 do in these assays?
Tn7 DDE FP: -3; ASAP1 inh: -4; DDE Tn6 FP inh: -5; Rev-erbA mod: 3; PLCg1 inh: -1; UHRF1 MBD2 ctr: -1; ARFGAP1 inhibitor: 8; KLK7 zymogen act: 0.5; PLCb3 inh: -4; HGIII-sPLA2 inh: -1

What do the screens show for `COc1cccc(C(=O)NCc2ccco2)c1OC`?
Tn7 DDE FP: -2; ASAP1 inh: 5; DDE Tn6 FP inh: -5; Rev-erbA mod: -7; PLCg1 inh: 4; UHRF1 MBD2 ctr: 4; ARFGAP1 inhibitor: 0; KLK7 zymogen act: -0.8; PLCb3 inh: -6; HGIII-sPLA2 inh: 16

How did CCOC(=O)/C(C#N)=C/c1c(OCC)n(CC)c2ccccc12 do in these assays?
Tn7 DDE FP: 1; ASAP1 inh: 3; DDE Tn6 FP inh: -6; Rev-erbA mod: 1; PLCg1 inh: 10*; UHRF1 MBD2 ctr: 3; ARFGAP1 inhibitor: 10; KLK7 zymogen act: -0.7; PLCb3 inh: -8; HGIII-sPLA2 inh: -2

How did CC(=O)Cc1nsc(Nc2ccccc2)n1 do in these assays?
Tn7 DDE FP: -3; ASAP1 inh: 18; DDE Tn6 FP inh: 6; Rev-erbA mod: -6; PLCg1 inh: 5; UHRF1 MBD2 ctr: 1; ARFGAP1 inhibitor: 14; KLK7 zymogen act: -0.1; PLCb3 inh: 2; HGIII-sPLA2 inh: -13
